STK33 kinase inh: human STK33 kinase inhibition. Q9BYT3. purified STK33, MBP phosphorylation, ADP-Glo luminescence. inhibition, % at 10 µM. actives 0.073% (n = 320,000). AID 2661;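 active = inhibition at or above 25%, using the most active replicate where run in duplicate; inactive = inhibition below 25%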
Target sequence (Q9BYT3 whole entry, looked up): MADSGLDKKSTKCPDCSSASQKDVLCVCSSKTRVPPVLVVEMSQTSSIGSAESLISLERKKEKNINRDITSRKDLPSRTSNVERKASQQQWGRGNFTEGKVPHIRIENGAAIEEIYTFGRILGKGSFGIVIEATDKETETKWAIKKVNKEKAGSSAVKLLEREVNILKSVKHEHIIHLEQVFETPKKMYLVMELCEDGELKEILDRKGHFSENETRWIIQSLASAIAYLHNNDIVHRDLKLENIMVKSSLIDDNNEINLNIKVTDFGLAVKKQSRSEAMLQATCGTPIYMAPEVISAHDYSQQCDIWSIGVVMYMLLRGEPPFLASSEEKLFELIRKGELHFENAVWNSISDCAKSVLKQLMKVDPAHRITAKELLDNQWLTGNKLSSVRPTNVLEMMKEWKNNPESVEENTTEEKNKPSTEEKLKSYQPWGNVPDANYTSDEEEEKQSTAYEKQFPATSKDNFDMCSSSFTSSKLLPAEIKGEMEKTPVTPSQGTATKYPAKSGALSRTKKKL
OX1R FRET antag: blocks the human orexin 1 receptor; OX1R-expressing cells, FRET antagonist read-out; inhibition, % at 6.6 µM; actives 1.8% (n = 330,000); in the data active = inhibition mostly above about 38%, no sharp cut-off; inactive = mostly below about 40%;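 note: 0% = agonist challenge alone and 100% = reference antagonist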
Target sequence (O43613 whole entry, looked up): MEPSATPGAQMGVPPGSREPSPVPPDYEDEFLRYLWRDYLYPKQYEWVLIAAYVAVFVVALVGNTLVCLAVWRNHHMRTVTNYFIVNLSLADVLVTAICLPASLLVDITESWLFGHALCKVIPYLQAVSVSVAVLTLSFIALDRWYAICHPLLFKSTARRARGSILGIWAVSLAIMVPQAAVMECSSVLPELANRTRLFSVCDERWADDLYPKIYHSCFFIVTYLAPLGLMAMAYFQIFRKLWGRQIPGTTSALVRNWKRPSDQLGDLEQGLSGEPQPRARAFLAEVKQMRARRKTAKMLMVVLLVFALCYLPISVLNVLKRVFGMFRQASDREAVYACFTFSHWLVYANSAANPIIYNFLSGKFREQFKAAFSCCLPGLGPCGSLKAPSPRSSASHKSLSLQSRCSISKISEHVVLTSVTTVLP
* = called active by the depositor; · = not tested or not shown.

canonical_smiles | STK33 kinase inh | OX1R FRET antag
CC1(C)Cc2c(C#N)c(SCc3nc4ccccc4[nH]3)nc(N3CCOCC3)c2CO1 | -1.1 | 28.4
COc1ccc(/C=C/C(=O)NC(=S)NCc2ccccc2)cc1OC | -0.1 | 7.0
Cc1ccc(C)c(S(=O)(=O)Nc2ccc(O)cc2)c1 | -2.5 | 1.2
CCOC(=O)c1cnc(SC2CC(=O)N(c3ccc(OC)c(OC)c3)C2=O)nc1N (stereo not drawn) | 0.3 | 7.2
CCC(Oc1ccccc1)C(=O)Nc1cc(C(F)(F)F)ccc1N1CCOCC1 (stereo not drawn) | -1.3 | 25.6
CCOc1ccc(NC(=O)Nc2cccc(C)n2)cc1 | 0.2 | 3.2
Cc1ccc(S(=O)(=O)N(C)c2ccc(C(=O)Nc3ccc(C)cn3)cc2)cc1 | 0.2 | 29.7
COc1ccc(-c2cc(C(=O)Oc3ccc([N+](=O)[O-])cc3)c3ccccc3n2)cc1 | 2.0 | 15.9
CCC(C(=O)NCC1CCCO1)N(C(=O)CNS(=O)(=O)c1ccccc1)c1ccc(F)cc1 (stereo not drawn) | 0.4 | 17.7
Cn1c(SCc2nc3ccccc3n2CCO)nc2ccccc21 | -0.1 | 14.7
CC(=O)c1cc(CN2C(=O)CCC2=O)cs1 | -0.6 | 2.3
O=C(Cc1ncc(C(F)(F)F)cc1Cl)NNc1cccc(F)n1 | -0.8 | 8.6
N#C/C(=C(/O)CSc1nnc(Cc2cccs2)n1C1CCCCC1)c1nc2ccccc2[nH]1 | 0.5 | 42.1
Cc1nc(C)c(Cc2ccccc2Cl)c(=O)[nH]1 | 0.0 | 7.0
CCOc1ccccc1NC(=O)c1ccccc1NS(C)(=O)=O | -1.3 | 15.7
CN(Cc1ccccc1)C(=O)CN1C(=O)NC2(CCCC2)C1=O | -1.6 | 1.1
O=C(Nc1ccc2nc(-c3ccccc3)[nH]c2c1)c1cccs1 | -0.9 | 40.4
O=C(NCc1ccc2c(c1)OCO2)c1c[nH]c2ccc(S(=O)(=O)N3CCOCC3)cc2c1=O | -0.7 | 8.6
COc1ccc(-c2c(C(C)=O)c(C)nc3sc4c(c23)NC(c2ccccc2)NC4=O)cc1 (stereo not drawn) | -1.4 | 14.5
COc1cccc(S(=O)(=O)Nc2cccc(C(=O)N3CCCCCC3)c2)c1 | 0.1 | 31.1

Continued.
canonical_smiles | STK33 kinase inh | OX1R FRET antag
COc1ccc(NC(=O)Nc2c[nH]c(=O)[nH]c2=O)cc1OC | -0.7 | -5.2
CSc1cccc(NC(=S)Nc2ccc(F)cc2)c1 | -1.2 | 5.4
C/C(=N\Nc1ccc(S(=O)(=O)N2CCCCC2)cn1)c1cccc(Br)c1 | 1.1 | 2.7
O=S(=O)(c1ccccc1)N1CCN=C1SCc1cccnc1 | 0.3 | 8.8
C/C(N)=C(/C#N)C(=O)COC(=O)COc1ccc(Cl)cc1C | -1.5 | 4.0
COC(=O)/C=C/CSC1=N/C(=C/c2ccc(-n3cncn3)cc2)C(=O)N1 | -1.4 | 12.8
Cc1cc(C)n(-c2nnc(C)n2/N=C/c2ccco2)n1 | -1.0 | 4.6
CC1CCCCC1NC(=O)CSC1=Nc2ccccc2C2CC=NN12 (stereo not drawn) | -0.1 | 7.7
COc1ccc(/C(O)=C2/C(=O)C(=O)N(CC3CCCO3)C2c2cccc(OC)c2)cc1 (stereo not drawn) | -1.2 | 4.3
O=C(Nc1ccccc1)c1ccc2nsnc2c1 | 0.2 | 41.3*
C=CCN1C(=O)c2ccc(C(=O)N3CCN(S(=O)(=O)c4cccc([N+](=O)[O-])c4)CC3)cc2C1=O | 0.3 | 21.9
CCc1ccc2[nH]c(=O)c(CN(Cc3ccc(F)cc3)C(c3nnnn3CCN3CCOCC3)C(C)C)cc2c1 (stereo not drawn) | -0.5 | 8.7
CSc1nc2c(c(=O)[nH]c(=O)n2C)n1Cc1ccc(Cl)cc1 | -1.2 | 5.4
CCN1CC=C2C(C#N)=C(N)C(C#N)(C#N)[C@H](c3ccoc3)[C@H]2C1 | 0.5 | 45.3
Cc1cc(CN(C)C(=O)CC2C(=O)NCCN2Cc2c(F)cccc2Cl)n[nH]1 (stereo not drawn) | -1.0 | 5.1
CCN(CC)CCNC(=O)CCc1nn(C)c(=O)c2ccccc12 | 0.6 | 5.5
CCN=c1sc(C(=O)NCCc2ccccc2)cc(=O)n1CC | -5.0 | 19.6
O=C1CCCN2N=C(SCC(=O)Nc3nccs3)SC2=N1 | -4.6 | 10.5
CC1Cc2cc(/C(O)=C3/C(=O)C(=O)N(CCCN4CCOCC4)C3c3ccc(C(C)C)cc3)ccc2O1 (stereo not drawn) | 0.8 | 20.9
NC(=O)CC(NC(=O)c1ccc(Br)cc1)c1ccc(NCCc2ccc(F)cc2)c([N+](=O)[O-])c1 (stereo not drawn) | -1.9 | 8.8

The list continues:
canonical_smiles | STK33 kinase inh | OX1R FRET antag
COc1cc(/C=C/C(=O)OCC(=O)N2CCC(C)CC2)ccc1OCC#N | -0.8 | 6.6
Cc1cc(Cl)ccc1NC(=O)CSc1nnc(-c2ccncc2)n1Cc1ccco1 | 1.4 | 5.8
COc1ccc(-n2c(Cc3cccn3C)nnc2SCC(=O)Nc2ccc(Cl)cc2)cc1 | -0.6 | 4.4
CC1(C)CC(=O)C(C(O)c2ccccc2)C(C)(C)N1 (stereo not drawn) | 0.6 | 21.8
Cc1cccc(-n2c(SCC(=O)O)nc3sc4c(c3c2=O)CCCC4)c1 | -2.0 | 29.9
CCOc1ccccc1/C=C(/NC(=O)c1ccccc1)C(=O)NCC(=O)O | 0.6 | 7.9
Nn1c(SCc2cccc(F)c2)nnc1-c1ccncc1 | 1.2 | 6.2
Cc1c(C(=O)O)[nH]c2c1C(=O)CC(c1ccc(C(C)(C)C)cc1)C2 (stereo not drawn) | -1.2 | -9.5
Cc1ccc(-c2nc(C(=O)O)cs2)cc1 | -1.2 | 29.3
O=C1OCc2cc(NC(=O)C34CC5CC(CC(C5)C3)C4)ccc21 | 0.4 | 27.5
CCCSc1nnc(CSc2ncccn2)n1C | -1.0 | 13.6
O=C(c1cccnc1)N1CCN(S(=O)(=O)c2ccc(F)cc2)CC1 | -2.6 | 14.1
O=C(N/N=C/c1ccncc1)c1cc(Br)ccc1OCc1ccccc1 | -0.5 | 16.5
O=C(c1cccs1)N1CCN(CCc2ccccc2)CC1 | -0.1 | 8.8
O=C(NCc1ccc2c(c1)OCO2)C(=O)NCC1OCCCN1S(=O)(=O)c1cc(F)ccc1F (stereo not drawn) | -3.9 | 6.0
O=[N+]([O-])c1cccn2cc(-c3ccc(Br)cc3)nc12 | -1.5 | 48.8
CCOC(=O)c1sc(N(C)C(C)=O)nc1C | -0.5 | 9.9
CC1=CC2=NC(=O)CC(C)(C(=O)N(CC(=O)NC(C)C)C3CCCC3)N2C=C1 (stereo not drawn) | -1.1 | 25.7
O=C(CC1S/C(=N/N=C/c2ccco2)NC1=O)Nc1cccc(Cl)c1Cl (stereo not drawn) | 0.6 | 16.1
CCN(C(=O)CSc1nnc(Cc2cccc3ccccc23)n1N)C1CCS(=O)(=O)C1 (stereo not drawn) | -1.3 | 10.2

(list continues)
canonical_smiles | STK33 kinase inh | OX1R FRET antag
CC(=O)c1c(C)oc2ccc(NS(=O)(=O)c3ccc(F)cc3C)cc12 | -1.2 | 19.1
Cc1cc(C(=O)OCC(=O)NC(C)c2ccc(F)cc2)c(C)o1 (stereo not drawn) | 1.8 | -1.0
COc1ccc(-c2c(-c3ccc(OC)c(C)c3O)n[nH]c2C)cc1 | -1.0 | 6.8
Cc1noc(C)c1NC(=O)Nc1cccc2c1O[C@H](CN(C)S(C)(=O)=O)[C@@H](C)CN([C@H](C)CO)C2=O | -2.5 | 15.5
CCOc1ccc(NC(=O)C/C(C)=N/NC(=O)Cc2ccc(Cl)cc2)cc1 | -2.2 | 4.8
Cc1ccc2ccc(S(=O)(=O)n3nc(C)cc3C)cc2c1 | -1.2 | 8.8
COc1cccc(C2=NOC(C(=O)Nc3cc(C)nn3-c3ccccc3)C2)c1OC (stereo not drawn) | -6.4 | 3.8
Cc1nn(-c2ccccc2)c(N)c1Sc1ccc([N+](=O)[O-])cc1 | -0.2 | 23.0
COc1cc(C(c2sc3nc(C)nn3c2O)N2CC(C)OC(C)C2)cc(OC)c1OC (stereo not drawn) | -1.7 | 4.4
Cc1c(C(=O)NCCc2ccccc2)oc2ccccc12 | -1.4 | 3.4
COc1ccccc1OCC(=O)Nc1cc2c(cc1C(=O)O)OCCCO2 | -0.1 | 19.0
COc1ccccc1C(=O)CN1C(=O)NC2(CCCCCC2)C1=O | -1.8 | 14.9
CCc1ccc(S(=O)(=O)NCc2csc(-c3cccnc3)n2)s1 | -1.3 | 63.8*
O=C(NC(=S)Nc1cccc(NC(=O)c2ccc(Cl)cc2Cl)c1)c1cccs1 | -1.2 | 11.3
CCOc1ccc2[nH]c(=O)c(C(c3nnnn3CCOC)N3CCOCC3)cc2c1 (stereo not drawn) | -0.2 | 15.4
O=C(/C(=C(/[O-])c1ccccc1)[n+]1ccccc1)c1ccc([N+](=O)[O-])cc1 | 0.0 | 24.7
CCOc1ccc(C(=O)CCc2nc3ccccc3s2)cc1 | 0.4 | 6.9
CCCCN(C)Cc1cc(=O)oc2ccc3ccccc3c12 | 1.0 | 0.9
COCCCNCCCCOc1ccc(C)cc1[N+](=O)[O-] | 0.0 | 22.9
CN(C)c1ccc(C(=O)N2CCNC(=O)C2CC(=O)Nc2ccc(F)cc2)cc1 (stereo not drawn) | -1.5 | -6.9

Going on with the list.
canonical_smiles | STK33 kinase inh | OX1R FRET antag
CC(C)Cc1cc(C(=O)Nc2cccnc2)no1 | 1.0 | 8.5
c1cnc2cc(-c3ccsc3)ncc2c1 | -0.1 | 15.0
Cc1ccc(C(C)C)c(OCCN2CCc3ccccc3C2)c1 | · | 11.9
CC(C)(C)OC(=O)N/N=C/c1c[nH]c2ccccc12 | -1.3 | 10.1
COc1ccc(CC(=O)O/N=C(\N)c2cccc([N+](=O)[O-])c2)cc1 | 0.9 | 14.0
Cc1cc(C)nc(Nc2ccccc2Cl)n1 | -0.8 | 5.2
O=C(CCCc1nc(-c2ccc(Cl)cc2)no1)Nc1cccnc1 | -0.2 | 11.8
C/C(=N/NC(=O)c1ccco1)c1ccc(NC(=O)c2ccc(Br)o2)cc1 | 1.9 | 19.0
COCCN(CCOC)C(=O)c1sc2nc(-c3ccccc3)cn2c1C | -0.8 | 9.0
COc1cccc(CN2CCN(Cc3ccc(C)o3)CC2CCO)c1 (stereo not drawn) | -1.2 | 16.2
Cn1c(=O)cc(N2CCc3ccccc32)[nH]c1=O | 0.9 | 10.3
CN(C(=O)c1ccco1)c1nc(CC(=O)Nc2ccccc2)cs1 | 0.1 | 8.7
O=C(/C=C/c1cccc([N+](=O)[O-])c1)NCCc1ccc(F)cc1 | -2.0 | 16.0
CC(C)(C)C1CCc2c(sc(NC(=O)c3cc(C4CC4)on3)c2C#N)C1 (stereo not drawn) | 1.8 | 0.0
Cc1[nH]c2ccc(Br)cc2c(=O)c1CN1CCCCC1 | -1.7 | 3.8
O=C(C1=C(O)C(=O)N(CC2CCCO2)C1c1ccccc1)c1ccco1 (stereo not drawn) | -1.3 | 15.0
CN(C)S(=O)(=O)c1ccc2oc(SCC(N)=O)nc2c1 | -0.3 | 21.4
CC(=O)c1cccc(OCc2cc(C(=O)N(C)CCC3CCOCC3)no2)c1 | 0.0 | 6.8
COc1cc(CNCCc2ccc(F)cc2)ccc1OCc1ccc(Cl)nc1 | -2.3 | 9.8
O=C(NC1CCCCC1)C(c1ccncc1)N(C(=O)c1csnn1)c1ccc(F)cc1 (stereo not drawn) | -0.8 | 14.2

Further results:
canonical_smiles | STK33 kinase inh | OX1R FRET antag
O=C(CN1CCC(NC(=O)Nc2ccccc2)CC1)Nc1ccccc1F | -0.7 | -1.1
CCCN(Cc1nnc(-c2ccccc2Cl)o1)C(=O)c1cc2ccccc2o1 | -0.6 | 19.2
CN(C)CCCNC(=O)CCc1nc2ccccc2c(=O)[nH]1 | -0.7 | 12.9
COc1ccccc1/C=C1/C(=O)ON=C1C | -0.4 | -3.5
CNC(=O)[C@@]1(Cc2ccccc2)C=C[C@@H](C)N1C(=O)OC | -1.4 | 21.1
Cc1ccc2c(c1)N(CC(=O)NC1CCCCC1C)C(=O)CO2 (stereo not drawn) | -0.3 | 111.1*
COc1ccc(N2CCN(CC(=O)Nc3cc(C)on3)CC2)cc1 | -2.5 | 0.1
COc1ccc(C(=O)CC(=O)c2ccc(C)cc2)c(O)c1 | -1.0 | -3.2
CCOC(=O)Cn1nnnc1CN(Cc1ccccc1)Cc1cc2cc(CC)ccc2[nH]c1=O | 0.1 | 15.5
Cc1ccc(CN2CCC(Oc3cccc(C(=O)NCc4cccnc4)c3)CC2)o1 | 0.6 | 7.5
Cc1ccc2c(c1)sc1nc(=O)n(-c3ccccc3)c(=O)n12 | -0.1 | 4.2
O=C(c1ccc(C(F)(F)F)cc1)C1CCCN(C(=O)CN2C(=O)CSC2=O)C1 (stereo not drawn) | -0.2 | 3.0
Cc1ccc(OCC(O)CN2C(=O)NC(C)(C)C2=O)cc1 (stereo not drawn) | 0.0 | 14.2
CC(=O)C1C(c2ccc(Br)cc2)C2C(C)=NN=C2CC1(C)O (stereo not drawn) | 0.7 | 2.1
CC1Cc2nc(SCC(=O)N3CCN(c4ccccc4)CC3)n(C)c(=O)c2S1 (stereo not drawn) | 0.3 | 0.8
COc1ccc(C(C)=O)cc1CSc1nnc(Nc2ccc(C)cc2)s1 | -0.5 | 0.5
COc1ccc(NS(=O)(=O)c2cc([N+](=O)[O-])ccc2N/N=C\c2c(C)[nH]c3ccccc23)cc1 | 0.0 | 8.0

One compound at a time, as listed above. Screens in order: STK33 kinase inh	OX1R FRET antag
`CN(Cc1ccccc1)C(=O)CN1C(=O)NC2(CCCC2)C1=O` is listed with -1.6	1.1
`Cc1ccc(OCC(O)CN2C(=O)NC(C)(C)C2=O)cc1` (stereo not drawn) is listed with 0.0	14.2
`O=C(N/N=C/c1ccncc1)c1cc(Br)ccc1OCc1ccccc1` is listed with -0.5	16.5
`O=C1CCCN2N=C(SCC(=O)Nc3nccs3)SC2=N1` is listed with -4.6	10.5
`Cc1cc(Cl)ccc1NC(=O)CSc1nnc(-c2ccncc2)n1Cc1ccco1` is listed with 1.4	5.8

Screening results from PubChem.
